From PubChem
INS-1E GSIS act = GLuc luminescence reporter in INS-1E cells, primary screen for activators of glucose-dependent secretion of insulin. INS-1E GLuc reporter insulin secretion, 2-3 h. AID 743287. actives 0.61% (n = 370,000). activation, % at 16.6 µM;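 active = lowest replicate activation of at least 40%, so every replicate reaches that level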;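 note: 0% = median of neutral control wells and 100% = median of IBMX positive control wells; some compounds called inactive have numbers as strong as hits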
Starred values were filed as active, the others as inactive. The list is partial, so the mix of outcomes need not match the whole.

INS-1E GSIS act,SMILES
16.4,O=C(CN1CCOCC1)Nc1nc2cc([N+](=O)[O-])ccc2s1
46.3,Cc1ccc(NS(=O)(=O)c2cccc(C(=O)O)c2)cc1S(=O)(=O)N1CCCCC1
18.8,Cc1c(NC(=O)CN2c3cccc4cccc(c34)S2(=O)=O)c(=O)n(-c2ccccc2)n1C
74.7*,O=C(Nc1cccnc1)/C(N=Nc1cccnc1)=C(\O)c1ccccc1
3.4,O=C(c1cccc(Cl)c1Cl)N1CCN(c2ccccn2)CC1
45.1,O=C(Nc1sccc1C(=O)NCc1ccco1)c1cccnc1
-5.9,COc1ccccc1NS(=O)(=O)c1cc(NC(=O)c2ccncc2)ccc1N1CCOCC1
9.5,Cc1ccc(SCC(=O)NCc2ccncc2)cc1
22.9,CN(C)C(CNC(=S)Nc1ccccc1)c1cccnc1 (centres undefined)
-16.3,COc1cc(/C=N/NC(=O)CC2(C)OCCCO2)ccc1OCc1ccc(Cl)cc1Cl
12.8,C[C@H](CO)N1C[C@H](C)[C@H](CN(C)Cc2ccc(C(=O)Nc3ccccc3N)cc2)Oc2c(NC(=O)NC3CCCCC3)cccc2C1=O
16.1,C/C(Cn1nc([N+](=O)[O-])cc1C)=N\NC(=O)COc1c(Cl)cc(Cl)cc1Cl
-22.2,CC(=O)C(Sc1ncnc2c1nnn2-c1ccc(F)cc1)C(=O)N(C)C (centres undefined)
-11.9,O=[N+]([O-])c1ccccc1Oc1ccc(C(F)(F)F)cn1
14.2,C[C@@H]1CCCCO[C@@H](CN(C)C(=O)CCCN(C)C)[C@@H](C)CN([C@@H](C)CO)C(=O)c2cc(NS(=O)(=O)c3cccs3)ccc2O1
5.7,CCC(C)NC(=O)CCSc1ccc(C)cc1 (centres undefined)
-7.3,CC(=O)Nc1ccc(OCC(O)Cn2ccnc2C)cc1 (centres undefined)
-13.8,S=c1[nH]nc(-c2ccc3ccccc3n2)n1Cc1ccccc1
-12.3,COc1cccc(CN(C(=O)Cc2c[nH]c3ccccc23)C(C(=O)NC2CCCCC2)c2ccc(C)o2)c1 (centres undefined)
11.6,CCC(=O)Nc1c(C(=O)N2CCN(c3ccccn3)CC2)cnn1-c1ccc(Cl)cc1
1.3,C/C(=N\N1CCN(Cc2ccc(C)cc2)CC1)c1ccco1
-3.6,COc1ccc(C2CC(=O)c3sc(NC(C)=O)nc3C2)cc1 (centres undefined)
2.8,O=c1ccnc(SCn2nnc3ccccc3c2=O)[nH]1
14.9,O=C(CSCCN1C(=O)c2ccccc2C1=O)Nc1ccc2ccccc2c1
-13.6,Cc1cc(C)c(C)c(OC(=O)c2sc(Cl)nc2C)c1
-5.2,CCCC#Cc1ccc([C@H]2[C@H](CO)N3C(=O)CN(C(=O)c4cccc(F)c4)C[C@@H]23)cc1
13.1,Cc1ccccc1CS(=O)(=O)Cc1ccc(C(=O)NCCCN2CCOCC2)o1
-5.8,Cc1ccc(S(=O)(=O)NNC(=O)c2csnn2)cc1
5.5,Cc1ccc(NC(=O)CSC2=NCCN2)cc1
7.6,O=c1c2cnn(-c3ccc(F)cc3)c2ncn1Cc1ccccn1

The final 3 records of the section above come first, to join the parts.
INS-1E GSIS act,SMILES
-5.8,Cc1ccc(S(=O)(=O)NNC(=O)c2csnn2)cc1
5.5,Cc1ccc(NC(=O)CSC2=NCCN2)cc1
7.6,O=c1c2cnn(-c3ccc(F)cc3)c2ncn1Cc1ccccn1
17.3,OC[C@H]1[C@@H](c2ccccc2)C2(CN(Cc3nccs3)C2)N1Cc1ccncc1
7.5,O=C(c1ccc2c(c1)OCO2)N1CC(=O)N2[C@H](C1)[C@@H](c1ccc(C#CC3CCCC3)cc1)[C@@H]2CO
-10.7,COc1ccc(C2C(C(=O)Nc3cccc(C)n3)CCC(=O)N2c2ccc(OC)cc2)cc1 (centres undefined)
-7.1,CC(=O)Nc1c(O)nc(SCC(=O)Nc2nnc(SCc3ccccc3)s2)[nH]c1=O
-1.0,COc1nccnc1NS(=O)(=O)c1ccc(NC(=S)NC(=O)c2cccc(F)c2)cc1
-30.9,CCOC(=O)CNCCC(=O)c1ccc(Br)cc1
7.2,O=C(Cc1cccnc1)N1CC(=O)N2[C@H](C1)[C@@H](c1ccc(-c3cccc(F)c3)cc1)[C@@H]2CO
8.1,CS(=O)(=O)N1CC2(C1)[C@@H](c1ccccc1)[C@@H](CO)N2C(=O)C1CCC1
-1.3,Fc1ccccc1NC(=S)N1CCCCC1
-17.4,Oc1c(C=NCc2ccc(F)cc2)[nH]c2ccc(Br)c(Cl)c12
-10.1,CCCC#Cc1ccc([C@@H]2[C@H](CO)N3C(=O)CN(C(=O)c4cccc(F)c4)C[C@@H]23)cc1
-7.0,COC(=O)CC1=NN(c2ccccc2)C(=O)/C1=C\c1ccc(OC)cc1
16.8,COCC#Cc1ccc([C@H]2[C@H](CO)N3C(=O)CN(C(=O)Nc4cc(F)ccc4F)C[C@@H]23)cc1
-22.5,CCn1c(CCCOc2ccc(Cl)cc2Cl)nnc1SCC(=O)Nc1cc(F)ccc1C
-30.1,COc1ccc2c3c([nH]c2c1)[C@@H](CO)N(Cc1ccc(Cl)cc1)CC31CN(Cc2ccccc2)C1
0.3,CCC(=O)NCc1c(Cl)cccc1-n1cccc1
-22.3,CCOc1ccc(Oc2ccc(C(F)(F)F)cc2N)cc1
13.7,Cc1ccc(Nc2nnc(C(C)(C)C)c(=O)n2N)cc1
-2.8,CC(=O)Nc1ccc(NC2=C(Cl)C(=O)c3ccccc3C2=O)cc1
-3.2,COc1cc(NC(=O)c2cc([N+](=O)[O-])ccc2Br)ccc1NC(=O)c1ccco1
-25.0,CC(C(=O)NCCC1=CCCCC1)c1ccc([N+](=O)[O-])cc1 (centres undefined)
1.3,O=C(Nc1cccc(C(F)(F)F)c1)C1(c2ccccc2)CC1
-24.5,O=S(=O)(NCC(c1ccco1)N1CCN(c2ccccc2F)CC1)c1ccc(F)cc1 (centres undefined)
3.7,CC(=O)N1CC(=O)N2[C@H](CO)[C@@H](c3ccc(-c4ccc(C#N)cc4)cc3)[C@@H]2C1
-3.2,CCSc1ncnc2sc(C)c(C)c12
-30.0,COC(=O)c1ccc(S(=O)(=O)NNC(=O)c2ccc(S(=O)(=O)N3CCCCC3)cc2)cc1
-11.6,O=C(Nc1ccc(F)cc1)N1CC(=O)N2[C@H](CO)[C@@H](c3ccc(C#Cc4ccccc4)cc3)[C@@H]2C1
2.6,Cc1cc(C)c(NC(=O)c2ccc[n+](Cc3ccc([N+](=O)[O-])cc3)c2)c(C)c1
-31.4,C[C@@H]1CCCCO[C@H](CN(C)C(=O)NC2CCCCC2)[C@H](C)CN([C@H](C)CO)C(=O)c2cc(NC(=O)Cc3ccccc3)ccc2O1
4.1,O=C1C(=Cc2ccco2)C(=O)c2ccccc21

Carrying on:
INS-1E GSIS act,SMILES
-9.7,CCCNC(=O)N1CC2(CCN(Cc3ccc(F)cc3)CC2)c2c([nH]c3cc(OC)ccc23)[C@H]1CO
-1.4,COc1ccc(C(C[N+](=O)[O-])n2nc(C)cc2C)cc1 (centres undefined)
-10.2,S=C(Nc1ccccc1)N1CCN(c2ccc(N3CCOCC3)nn2)CC1
7.1,COCCN(C(=S)Nc1cccc(OC)c1)C1CCN(C(C)=O)CC1
-1.6,Cc1ccc(N(C)S(=O)(=O)c2cccc(C(=O)Nc3nc4ccccc4[nH]3)c2)cc1
4.7,COc1ccc2c3c([nH]c2c1)[C@@H](CO)N(Cc1ccccn1)CC31CN(C(C)=O)C1
-12.3,Cc1cc(C)c(OCC(=O)N/N=C/c2ccc3c(c2)OCO3)c(C)c1
-19.7,COc1ccc(CN2CC3(CCN(C(=O)C4CCC4)CC3)c3c(n(C)c4cc(OC)ccc34)[C@H]2CO)cc1
12.7,O=C(C[C@H]1C[C@H]2c3cc(NC(=O)Nc4ccc(C(F)(F)F)cc4)ccc3O[C@H]2[C@@H](CO)O1)NCc1cccnc1
-25.5,C/C(=N\NC(=O)C1(C)NC(C)(C)Cc2ccccc21)c1ccccc1 (centres undefined)
6.2,Cc1c(C(=O)N/N=C/c2cccnc2)sc(=S)n1C
-38.2,CCOc1ccc(OCC)c(-c2c(=O)n(OCc3ccccc3Br)c3ccccc3[n+]2[O-])c1
10.6,Cc1cc2nccc(-c3ccco3)n2n1
2.2,COc1ccc2c3c(n(C)c2c1)[C@@H](CO)NCC31CN(Cc2ccncc2)C1
-1.9,Cc1cc([N+](=O)[O-])nn1CCCC(=O)Nc1cc(Oc2ccc(F)cc2)cc([N+](=O)[O-])c1
22.1,CC(=O)OCC(OC(C)=O)C(OC(C)=O)C(OC(C)=O)C(=O)Nc1ccccc1 (centres undefined)
-23.4,CNC(=S)N/N=C/c1cn(Cc2c(F)cccc2Cl)c2ccccc12
-15.3,Cc1nc2ccccc2nc(C)c1=NOCc1ccc(Cl)cc1Cl
10.6,CCOc1ccc(C(=O)NC(=S)Nc2cccnc2)cc1
-4.0,Cc1cccc(NC(=O)CSc2nc3ccc(NC(=O)CSc4nnnn4-c4ccccc4)cc3s2)c1C
-20.6,Cc1cccc(N2CCN(C(=O)CSc3ccsc3[N+](=O)[O-])CC2C)c1 (centres undefined)
-24.4,O=C(N1CCN(c2cccc(Cl)c2)CC1)C1(S(=O)(=O)c2ccc(Cl)cc2)CC1
1.8,CCS(=O)(=O)N1Cc2ccccc2CC1C(=O)Nc1nnc(SCc2ccc(C#N)cc2)s1 (centres undefined)
-1.3,Nc1nnn(CC(=O)N/N=C/c2cccc3ccccc23)n1
-8.7,COc1ccc(C2C(C(=O)NCCN3CCOCC3)c3ccccc3C(=O)N2C2CCCCC2)cc1 (centres undefined)
0.8,O=C(NCCc1c[nH]c2ccccc12)c1ccc([N+](=O)[O-])cc1
17.2,NC(=O)N/N=C/c1ccccc1OCC(=O)NCc1ccccc1
4.6,C=CCNC(=O)CN1CCC(NC(=O)c2ccco2)CC1
-5.3,Cc1ccccc1Cn1nc(C)c(NC(=O)C2(C)CC2(Cl)Cl)c1C (centres undefined)
-2.6,CC(C)N(C)CCOC(=O)c1ccccc1Br

Reformatted: entries from further up.
CC(=O)OCC(OC(C)=O)C(OC(C)=O)C(OC(C)=O)C(=O)Nc1ccccc1 (centres undefined)
- INS-1E GSIS act: 22.1
Cc1cccc(N2CCN(C(=O)CSc3ccsc3[N+](=O)[O-])CC2C)c1 (centres undefined)
- INS-1E GSIS act: -20.6
CCn1c(CCCOc2ccc(Cl)cc2Cl)nnc1SCC(=O)Nc1cc(F)ccc1C
- INS-1E GSIS act: -22.5

Fetched one by one from above, 3 records:
INS-1E GSIS act,SMILES
-25.5,C/C(=N\NC(=O)C1(C)NC(C)(C)Cc2ccccc21)c1ccccc1 (centres undefined)
17.2,NC(=O)N/N=C/c1ccccc1OCC(=O)NCc1ccccc1
4.6,C=CCNC(=O)CN1CCC(NC(=O)c2ccco2)CC1

Next records
INS-1E GSIS act,SMILES
14.4,COC(=O)c1sccc1NC(=O)/C=C/c1ccc(Cl)cc1Cl
19.9,O=C(Nc1cccnc1)c1cnn2cccnc12
8.5,CCC(C)N1CCNCC1 (centres undefined)
7.7,Cc1cc(C)nc(/N=C(\N)Nc2ccccc2-c2ccccc2)n1
-11.0,CC(C)c1ccc(/C=C(/C#N)c2nnc(NC(=O)c3ccccc3)s2)cc1
-1.4,CCOC(=O)C1=C(O)/C(=C/c2ccc(OCC(=O)O)c(OC)c2)SC1=Nc1ccc(OCC)cc1
2.8,COc1ccc(NS(=O)(=O)c2cc(NC(=O)c3ccc(C)o3)ccc2N2CCCCC2)cc1
-19.8,CCCCOC(=O)c1ccc(NC(=O)c2c(Cl)ccc(Cl)c2OC)cc1
-20.1,CNS(=O)(=O)c1cccc(C(=O)OCC(=O)/C=C2/N(C)c3ccccc3C2(C)C)c1
-32.3,CC(C)(C)C1CCC(C(=O)OCC(=O)c2ccc[nH]2)CC1 (centres undefined)
1.1,COc1cccc(C(=O)O/N=C(\N)c2ccncc2)c1OC
-0.5,Cc1ccc(NC(=O)COC(=O)c2ccc3c(c2)OCO3)cc1S(=O)(=O)N1CCCCC1
-7.9,O=C1CC(Nc2ccc(N3CCOCC3)cc2)C(=O)N1Cc1ccccc1 (centres undefined)
-12.3,O=C(Nc1ccc(F)cc1)N1CC(=O)N2[C@H](C1)[C@@H](c1ccc(C#Cc3ccccc3)cc1)[C@@H]2CO
-14.8,O=C(Nc1ccc(F)cc1)N1CC(=O)N2[C@@H](CO)[C@H](c3ccc(C#Cc4ccccc4)cc3)[C@@H]2C1
-17.1,COc1ccc(Cl)cc1C(=O)NNC1CC(=O)N(Cc2ccc(Cl)cc2)C1=O (centres undefined)
-21.0,Cc1ccc(NC(=O)CN(C)C(=O)CCC(=O)c2cccs2)cc1
-20.3,CC(C)(C)c1ccc(C(=O)Nc2cccc([N+](=O)[O-])c2)cc1
0.4,CC(C)CN1CN(S(=O)(=O)c2cccs2)c2nc3ccccc3nc21
-0.2,Cc1cc(=O)oc2cc(OCC(=O)NCC3CCCO3)ccc12 (centres undefined)
2.7,NC(=S)Nn1c(CCC(=O)O)ccc1-c1ccccc1
0.0,O=C(NC(=S)Nc1ccc2c(c1)OCO2)c1ccc(Cl)cc1
4.0,Cc1cc(C)nc(N2CCCC(C(=O)Nc3nnc(C(C)C)s3)C2)n1 (centres undefined)
36.6,O=C(O)/C=C/C(=O)Nc1cccnc1
0.9,CCN(CC)c1ccc(C(=O)NC(=S)Nc2cc(S(=O)(=O)N3CCOCC3)ccc2-n2cncn2)cc1
-31.1,CCOc1ccc(CSCCNC(=S)Nc2ccccc2)cc1
5.6,CC(C(=O)N1c2ccccc2Sc2ccccc21)n1nnc(-c2cccs2)n1 (centres undefined)
10.4,N#C/C(=C\c1ccc([N+](=O)[O-])cc1)c1nc(C2CC2)cs1
-21.7,CCCN(CCC)c1nc2ccccc2nc1C(C#N)C(=O)OC(C)COC (centres undefined)
-38.0,CCCCNC(C(=O)Nc1ccc(Cl)c([N+](=O)[O-])c1)c1ccccc1 (centres undefined)
-38.9,COc1ccc(S(=O)(=O)N2CCCCC2)cc1NC(=O)CSc1ncnc2ccccc12
